telomere uncapping – survival after telomere uncapping, modulators, primary screen, cell-based (AID 1259312); HCT116 + Ad-hTR-mut, survival, MTT, 5 d; hits give high values; fold change at 10 µM; 4.5% of 4,500 active;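 active = cell survival measured by absorbance rises more than 2.5-fold over infected cells without compound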;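 also: virus expresses mutant telomerase RNA that uncaps telomeres and kills cells; compound added 2 days after infection so exposure lasts 3 days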
Active calls of the source: *. Some of the compounds tested; count on the stated rates, not on these rows.

No. | mol | telomere uncapping
1 | Cc1cc(C)n(-c2cc(N3CCN(C)CC3)ccc2[N+](=O)[O-])n1 | -1.4
2 | O=C1C[C@@H]2OCC=C3CN4CC[C@]56c7ccccc7N1[C@H]5[C@H]2[C@H]3C[C@H]46 | -1.3
3 | O=C1CCC(=O)N1C1CCCN2CCCCC12 (stereo not given) | 1.1
4 | O=[N+]([O-])c1ccccc1N1CCNCC1 | 2.3
5 | Nc1cc(Br)ccc1O | 1.4
6 | Cc1ccc(C=C(C#N)C#N)s1 | -5.6
7 | CN(C)Cc1c[nH]c2ccccc12 | -1.2
8 | CNC(C)[C@@H](O)c1ccc(O)cc1 (stereo not given in full) | 1.4
9 | O=C1NC(=O)C(=Cc2cn(CCOc3ccc4c(c3)OCO4)c3ccccc23)C(=O)N1 | 1
10 | O=Cc1cn(Cc2nc(C(c3ccccc3)c3ccccc3)no2)c2ccccc12 | -1.1
11 | c1coc(-c2nc3ccccc3[nH]2)c1 | -1.6
12 | COC(=O)C(N)CCCN=C(N)N[N+](=O)[O-] (stereo not given) | -1.4
13 | O=[N+]([O-])c1ccc(NCCCN2CCOCC2)c2ncccc12 | -1.9
14 | N#Cc1sc2nc3c(cc2c1N)CCC3 | -1.1
15 | Cn1c(=O)oc(=O)c2ccccc21 | -1.1
16 | CN1C(=O)C(Cc2cccs2)C(=O)N(C)C1=O | -1.1
17 | Cc1cc(C=C(C#N)C#N)c(C)s1 | 1

Ordered by SMILES length (largest number first): 4 of the compounds above
No. | mol | telomere uncapping
10 | O=Cc1cn(Cc2nc(C(c3ccccc3)c3ccccc3)no2)c2ccccc12 | -1.1
12 | COC(=O)C(N)CCCN=C(N)N[N+](=O)[O-] (stereo not given) | -1.4
17 | Cc1cc(C=C(C#N)C#N)c(C)s1 | 1
15 | Cn1c(=O)oc(=O)c2ccccc21 | -1.1

Two of the compounds above, with each value named:
#13 O=[N+]([O-])c1ccc(NCCCN2CCOCC2)c2ncccc12
  telomere uncapping = -1.9

#14 N#Cc1sc2nc3c(cc2c1N)CCC3
  telomere uncapping = -1.1

Screening data: PubChem, University of Glasgow
